MRP resist rev: MRP-mediated drug resistance reversal; H69AR cells + 2 uM doxorubicin, CellTiter-Glo, 72 h; differential viability (reversal), % at 10 µM; actives 0.04% (n = 85,000);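 active = viability drop by adding the cancer drug above about 55%, with treated viability meeting a 40% cutoff, limit read from the data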;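 also: viability without doxorubicin minus viability with 2 µM doxorubicin for each compound; larger differential means the compound sensitizes cells more to doxorubicin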
IL1B NFkB pot: enhances IL-1B driven NFkB nuclear translocation. HUVEC IL-1B NFkB p65 nuclear translocation imaging. activation, % at 2 µM. actives 0.3% (n = 94,000). AID 819;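 active = activation above 40%, about the mean plus 3 SD, also judged a hit on visual image review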;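 also: percent activation is computed from the nuclear over cytoplasmic p65 intensity ratio; values of inactives mirror those of a sister screen read the other way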
IL1B NFkB inh: blocks IL-1B driven NFkB nuclear translocation in HUVEC cells | inhibition, % at 2 µM | AID 796 | actives 0.43% (n = 94,000) | HUVEC IL-1B NFkB p65 nuclear translocation imaging;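 active = inhibition above about 30% together with a positive call from visual inspection of the well image, limit read from the data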;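 also: nuclear over cytoplasmic p65 intensity ratio measured by imaging; 0% = IL-1B stimulated DMSO wells and 100% = unstimulated DMSO wells; values of inactives mirror those of a sister screen read the other way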
PLAP inhibition: inhibition of human placental alkaline phosphatase – biochemical, luminescence, HTS (AID 690); purified PLAP, luminescent substrate; higher % means a stronger effect; one-dose inhibition, % at 20 µM; IC50 in µM for titrated hits; actives 0.08% (n = 96,000); in the data active = a potency from the dose series; inactive = the rest, 99 in 100 with inhibition below about 30%; also: strong numbers were not always called active
Bcl-B displacement: displacers of TR3 peptide from Bcl-B, primary screen, selectivity assay for Bfl-1 inhibitor project, biochemical, fluorescence polarization | FP displacement of FITC-TR3 peptide from Bcl-B; higher % means a stronger effect | displacement, % at 20 µM; hits with a dose series show IC50 in µM | actives 0.11% (n = 96,000) | AID 748;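 active = displacement above 50% at 20 µM plus a fluorescence interference ratio under 1.5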;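 also: plate controls were wells without compound for no effect and wells lacking Bcl-B protein for full effect; a part of the inactive calls stands beside numbers as strong as those of hits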
MRP resist rev cytotoxicity: also measured in MRP resist rev; calls as there; viability, %; H69AR cells, CellTiter-Glo, 72 h; measured here: cytotoxicity without doxorubicin
MRP resist rev with doxorubicin: second read-out of MRP resist rev, no call of its own (marks repeat the call); viability, %; measured here: viability with 2 uM doxorubicin; active compounds read low
IL1B NFkB inh cell count 2 µM: further read-out of IL1B NFkB inh, marked with its call; cell count; measured here: cells passing quality filter;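 raw number of nuclei counted in each imaged well without normalization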
IL1B NFkB pot cell count 2 µM: recorded beside IL1B NFkB pot, whose call it bears; cell count; measured here: cells passing quality filter
An asterisk follows results filed as active; / = not tested or not shown. Only part of the results is shown (hit frequency here may not be typical).

SMILES	MRP resist rev	MRP resist rev cytotoxicity	MRP resist rev with doxorubicin	IL1B NFkB pot	IL1B NFkB pot cell count 2 µM	IL1B NFkB inh	IL1B NFkB inh cell count 2 µM	PLAP inhibition	Bcl-B displacement
CCC(=O)Nc1ccc2nc(C)n(Cc3ccccc3Cl)c(=O)c2c1	-1	83	84	-6	85	6	85	/	/
Cc1ccc(-n2c(-c3ccccc3)n[nH]c2=S)cc1	10	99	90	8	154	-8	154	/	/
C=CCNC(=O)/C(=C\C=C\c1ccccc1)NC(=O)c1ccc(OCCCC)cc1	/	/	/	9	157	-9	157	-4%	-16%
COc1ccc(NC(=O)Nc2cc(C)ccc2OC)cc1	5	84	79	3	150	-3	150	14%	5%
C=C(C)CC1Nc2ccccc2NC1CC(=C)C (stereo not drawn)	12	105	92	12	116	-12	116	14%	-9%
COc1cc(NS(=O)(=O)c2ccc(NC(C)=O)cc2)nc(OC)n1	13	91	78	18	153	-18	153	-11%	-1%
CC(C)OC(=O)c1cc2ccccc2[nH]1	11	97	85	0	140	0	140	/	/
N#CC1=C2SCN(c3ccccc3)CN2C(=O)CC1c1ccccc1Cl (stereo not drawn)	39	91	52	27	190	-27	190	4%	-8%
COC(=O)c1ccc(NC(=O)CCc2c(C)nc3ncnn3c2C)cc1	17	98	81	27	150	-27	150	12%	1%
CCCC1C(C(=O)OCC)=C(C)NC(C)=C1C(=O)OCC	-18	61	79	-1	117	1	117	-31%	17%
CCC/C(O)=C1\C(=O)CCCC1=NCCCCCC(=O)O	-12	83	95	3	190	-3	190	3%	-5%
CCOCCCNC(=O)C(c1ccc(Cl)cc1)N1CCC2(CC1)OCCO2 (stereo not drawn)	9	101	93	5	128	-5	128	-31%	14%
FC(F)Oc1ccc(NC(=S)NCc2ccccc2)cc1Cl	/	/	/	-30	195	30*	195*	16%	-16%
O=C(CSc1cccc2cccnc12)OCC(=O)c1ccccc1	/	/	/	-7	122	7	122	2%	9%
Cc1ccccc1Cc1c(C)nc2ncnn2c1C	/	/	/	10	135	-10	135	6%	7%
O=C(NCc1ccco1)NC12CC3CC(CC(C3)C1)C2	5	91	86	6	56	-6	56	-3%	-4%
Cc1ccc(NC(=O)c2ccc(S(=O)(=O)N3CCOCC3)cc2)nc1	20	94	74	13	83	-13	83	-15%	4%
CCC(CC)NC(=O)c1cc(OC)c(OC)cc1[N+](=O)[O-]	/	/	/	1	187	-1	187	8%	-15%
C=CCNC(=O)CN1CCC(n2c(C)nc3cc(C(F)(F)F)ccc32)CC1	/	/	/	12	154	-12	154	-55%	-6%
COc1cccc(C2NC(=O)NC(C)=C2C(=O)Nc2ccc(C)cc2)c1 (stereo not drawn)	-9	99	108	-8	178	8	178	-15%	-5%
CCCc1nc2ccccc2c(=O)n1NC(=O)c1c(O)c2cccc3c2n(c1=O)CCC3	-9	18	27	5	162	-5	162	-34%	-7%
C=CCn1c(C)cc(C)c(C#N)c1=O	/	/	/	23	155	-23	155	19%	-12%
O=C(c1ccc(Br)s1)N1CCN(C/C=C/c2ccccc2)CC1	14	80	66	19	149	-19	149	-96%	-13%
CC1(C)Cc2nc(N)c(=O)sc2C1	25	102	78	-3	207	3	207	7%	1%
O=C(CCCOc1ccc(Cl)cc1)N1CCCCC1	16	102	86	20	65	-20	65	-24%	-5%

Given in CSV form: entries from further up
structure,MRP resist rev,MRP resist rev cytotoxicity,MRP resist rev with doxorubicin,IL1B NFkB pot,IL1B NFkB pot cell count 2 µM,IL1B NFkB inh,IL1B NFkB inh cell count 2 µM,PLAP inhibition,Bcl-B displacement
CCC(=O)Nc1ccc2nc(C)n(Cc3ccccc3Cl)c(=O)c2c1,-1,83,84,-6,85,6,85,/,/
Cc1ccc(-n2c(-c3ccccc3)n[nH]c2=S)cc1,10,99,90,8,154,-8,154,/,/
C=CCNC(=O)/C(=C\C=C\c1ccccc1)NC(=O)c1ccc(OCCCC)cc1,/,/,/,9,157,-9,157,-4%,-16%
COc1ccc(NC(=O)Nc2cc(C)ccc2OC)cc1,5,84,79,3,150,-3,150,14%,5%
C=C(C)CC1Nc2ccccc2NC1CC(=C)C (stereo not drawn),12,105,92,12,116,-12,116,14%,-9%
COc1cc(NS(=O)(=O)c2ccc(NC(C)=O)cc2)nc(OC)n1,13,91,78,18,153,-18,153,-11%,-1%
CC(C)OC(=O)c1cc2ccccc2[nH]1,11,97,85,0,140,0,140,/,/
N#CC1=C2SCN(c3ccccc3)CN2C(=O)CC1c1ccccc1Cl (stereo not drawn),39,91,52,27,190,-27,190,4%,-8%
COC(=O)c1ccc(NC(=O)CCc2c(C)nc3ncnn3c2C)cc1,17,98,81,27,150,-27,150,12%,1%
CCCC1C(C(=O)OCC)=C(C)NC(C)=C1C(=O)OCC,-18,61,79,-1,117,1,117,-31%,17%
CCC/C(O)=C1\C(=O)CCCC1=NCCCCCC(=O)O,-12,83,95,3,190,-3,190,3%,-5%
CCOCCCNC(=O)C(c1ccc(Cl)cc1)N1CCC2(CC1)OCCO2 (stereo not drawn),9,101,93,5,128,-5,128,-31%,14%
FC(F)Oc1ccc(NC(=S)NCc2ccccc2)cc1Cl,/,/,/,-30,195,30*,195*,16%,-16%
O=C(CSc1cccc2cccnc12)OCC(=O)c1ccccc1,/,/,/,-7,122,7,122,2%,9%
Cc1ccccc1Cc1c(C)nc2ncnn2c1C,/,/,/,10,135,-10,135,6%,7%
O=C(NCc1ccco1)NC12CC3CC(CC(C3)C1)C2,5,91,86,6,56,-6,56,-3%,-4%
Cc1ccc(NC(=O)c2ccc(S(=O)(=O)N3CCOCC3)cc2)nc1,20,94,74,13,83,-13,83,-15%,4%
CCC(CC)NC(=O)c1cc(OC)c(OC)cc1[N+](=O)[O-],/,/,/,1,187,-1,187,8%,-15%
C=CCNC(=O)CN1CCC(n2c(C)nc3cc(C(F)(F)F)ccc32)CC1,/,/,/,12,154,-12,154,-55%,-6%

Other records.
SMILES	MRP resist rev	MRP resist rev cytotoxicity	MRP resist rev with doxorubicin	IL1B NFkB pot	IL1B NFkB pot cell count 2 µM	IL1B NFkB inh	IL1B NFkB inh cell count 2 µM	PLAP inhibition	Bcl-B displacement
CCOC(=O)C1CCN(C(=O)C23CC4CC(CC(C4)C2)C3)CC1	6	90	84	0	188	0	188	-3%	-11%
CC(NC(=O)c1cc(-c2cccs2)on1)c1ccccc1 (stereo not drawn)	-6	97	103	-7	103	7	103	-9%	11%
O=C(CCNc1n[nH]c(=O)[nH]c1=O)N1CCCCC1	-22	82	104	-3	187	3	187	14%	-3%
O=C(CN1CCN(Cc2ccccc2Cl)C1=O)NCc1ccco1	5	98	93	/	/	/	/	-10%	12%
CCN1C(=O)CC(C(=O)O)SC1=Nc1ccc(OC)cc1 (stereo not drawn)	3	100	97	2	181	-2	181	1%	1%
CCOC(=O)c1c(C)n(C(=O)c2ccco2)c(=O)n1C(=O)c1ccco1	3	92	89	/	/	/	/	8%	6%
CCC(=O)NC(Nc1cccc(C)n1)(C(F)(F)F)C(F)(F)F	12	91	80	5	200	-4	200	4%	-6%
O=c1c2ccccc2nc(SCc2ccc([N+](=O)[O-])cc2)n1-c1ccccc1	/	/	/	-5	124	4	124	-14%	4%
CC1CCN(C(=O)CN2C(=O)C(=O)c3ccccc32)CC1	2	54	51	-11	150	11	150	0%	0%
O=C(CSc1nnc(-c2ccncc2)o1)Oc1ccccc1	-27	78	105	7	143	-7	143	15%	-1%
Cc1cc(C(=O)O)cc(S(=O)(=O)N2CCOCC2)c1C	-17	97	114	0	170	0	170	-1%	4%
CCOc1ccc(-c2nnn(CC(=O)NCc3ccco3)n2)cc1	-13	47	61	-2	168	2	168	8%	0%
Clc1ccc(Nc2nc(C3CC3)cs2)cc1	/	/	/	3	177	-3	177	28%	-7%
CCc1nc(SCC(=O)Nc2nc3c(s2)CCCC3)c2ccccc2n1	/	/	/	3	153	-3	153	3%	4%
Cc1cc(C)c2cc3c(N)c(C(=O)N4CCc5ccccc5C4)sc3nc2c1	/	/	/	4	155	-4	155	-19%	-27%
CN1CC(c2ccccn2)C2(SC(=S)N(Cc3ccccc3)C2=O)C12C(=O)Nc1ccccc12 (stereo not drawn)	0	75	75	3	163	-3	163	-36%	-5%
N#Cc1nc(-c2ccccc2)oc1NCc1ccco1	0	95	95	-9	178	9	178	-1%	1%
CC(=O)Nc1ccc(N(C)C)cc1[N+](=O)[O-]	/	/	/	-11	117	11	117	0%	0%
CN1CCN(Cc2ccc(OCc3ccccc3)cc2)CC1	2	90	87	8	117	-8	117	-38%	0%
COc1cc2[nH]c(=S)n(CCCN3CCOCC3)c(=O)c2cc1OC	9	91	82	4	158	-4	158	-56%	-7%
O=C(O)c1ccc(NC(=O)C2C3CCC(C3)C2C(=O)O)cc1 (stereo not drawn)	7	102	95	13	134	-14	134	3%	-132%
COc1cc2c(cc1OC)C1C/C(=N\O)C(CC(C)C)CN1CC2 (stereo not drawn)	5	82	78	12	150	-12	150	-20%	-2%
c1ccc(Cc2nc(-c3ccccn3)no2)cc1	12	102	90	-6	105	6	105	1%	23%
CCOc1ccc(-c2nnn(CC(=O)NCc3ccc4c(c3)OCO4)n2)cc1	7	90	83	5	137	-5	137	/	/
CCC1SC2=NCCN2C1(O)c1ccc(Cl)cc1 (stereo not drawn)	-8	55	63	-13	173	12	173	-4%	8%

Later entries
SMILES	MRP resist rev	MRP resist rev cytotoxicity	MRP resist rev with doxorubicin	IL1B NFkB pot	IL1B NFkB pot cell count 2 µM	IL1B NFkB inh	IL1B NFkB inh cell count 2 µM	PLAP inhibition	Bcl-B displacement
O=C(Cn1cnc2c(oc3ccccc32)c1=O)NCc1ccco1	/	/	/	12	150	-12	150	-3%	5%
CC1CCCCC12NC(=O)N(CC(=O)c1ccc[nH]1)C2=O (stereo not drawn)	12	97	86	-1	97	1	97	10%	-3%
Cc1ccccc1Cc1c(C)nc2c(C(=O)N3CCN(Cc4ccc5c(c4)OCO5)CC3)cnn2c1C	14	90	76	-1	164	1	164	/	/
CC(=O)Nc1nnc(Cc2ccccc2)s1	3	91	87	-5	80	6	80	6%	5%
Cc1nnc(SCCn2c(N3CCN(C)CC3)nc3c2c(=O)n(C)c(=O)n3C)s1	-3	85	87	8	83	-8	83	-40%	4%
N=C1C(c2nc3ccccc3s2)=C(O)CN1CCCO	7	94	87	-1	100	1	100	-86%	0%
COC(=O)c1sc2nc(N3CCCCC3)c3c(c2c1N)CC(C)(C)N(C)C3	4	85	81	-4	90	4	90	/	/
CCOC(=O)/C(C#N)=C/c1cc2ccccc2nc1Cl	/	/	/	16	124	-16	124	6%	-7%
CC1CCc2c(sc(NC(=O)COC(=O)c3ccccc3NCc3ccco3)c2C#N)C1 (stereo not drawn)	/	/	/	10	166	-10	166	14%	5%
O=C(CCC1CCCC1)N1CCN(C2CCCC2)CC1	8	88	80	/	/	/	/	-50%	0%
Cc1nnc(SCC(=O)NCC2CCCCC2)n(N)c1=O	11	100	90	10	169	-10	169	-4%	4%
CCOc1c(Cl)cc(/C=N/O)cc1OC	-6	92	98	-14	178	14	178	12%	-1%
Cc1cc(OCc2nn[nH]n2)c2c(-c3ccccc3)cc(=O)oc2c1	-1	99	101	21	197	-21	197	-22%	-4%

Quoted at random: two compounds from above.
SMILES	MRP resist rev	MRP resist rev cytotoxicity	MRP resist rev with doxorubicin	IL1B NFkB pot	IL1B NFkB pot cell count 2 µM	IL1B NFkB inh	IL1B NFkB inh cell count 2 µM	PLAP inhibition	Bcl-B displacement
COC(=O)c1sc2nc(N3CCCCC3)c3c(c2c1N)CC(C)(C)N(C)C3	4	85	81	-4	90	4	90	/	/
CC1CCc2c(sc(NC(=O)COC(=O)c3ccccc3NCc3ccco3)c2C#N)C1 (stereo not drawn)	/	/	/	10	166	-10	166	14%	5%

Source: PubChem
